CHRM4 PAM: positive allosteric modulators of human muscarinic M4 receptor | activation, % at 3 µM | actives 0.4% (n = 360,000) | CHO-K1 hM4/Gqi5, Fluo-8 calcium fluorescence, ACh EC20; 0% = ACh EC20, 100% = maximal ACh | AID 624126;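 active = activation above its plate's cutoff, the mean activation of sample wells plus 3 SD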; also: some results filed as inactive read as strong as hits
Target sequence (P08173 whole entry, looked up): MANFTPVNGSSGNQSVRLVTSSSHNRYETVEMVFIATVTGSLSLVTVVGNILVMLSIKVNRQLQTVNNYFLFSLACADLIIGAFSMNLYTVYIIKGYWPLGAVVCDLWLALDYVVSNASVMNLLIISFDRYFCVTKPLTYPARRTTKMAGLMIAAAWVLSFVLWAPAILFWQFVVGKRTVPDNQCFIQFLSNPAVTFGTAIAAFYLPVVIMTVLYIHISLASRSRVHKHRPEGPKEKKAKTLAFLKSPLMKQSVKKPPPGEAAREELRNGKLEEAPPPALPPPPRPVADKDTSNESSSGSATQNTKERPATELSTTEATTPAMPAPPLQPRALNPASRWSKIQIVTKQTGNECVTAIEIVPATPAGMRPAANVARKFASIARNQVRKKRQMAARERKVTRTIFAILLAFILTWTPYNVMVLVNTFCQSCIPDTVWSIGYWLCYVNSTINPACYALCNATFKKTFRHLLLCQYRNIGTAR
IDE cell inh: inhibitors of human insulin-degrading enzyme in cells; AID 434962; HEK cells, FAbetaB cleavage, fluorescence polarization; actives 0.41% (n = 320,000); P14735; inhibition, % at 5.59 µM;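 active = percent inhibition above the average of all tested compounds plus 3 SD, set per screening campaign, cut at about 16% in these data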;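 also: IDE supplied by intact live HEK cells; FP after avidin binding of uncleaved biotin substrate so inhibition keeps polarization high; 0% = DMSO wells and 100% = 60 µM reference IDE inhibitor Ii1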
CRFBP-R2 block: antagonists of CRF-binding protein/CRF-R2 receptor complex; actives 0.59% (n = 350,000); HEK293 CRF-R2/CRF-BP, CRF-induced calcium fluorescence; inhibition, % at 11.8 µM; AID 588475;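 active = inhibition of the ligand-induced calcium signal above about 50% at the single tested concentration, limit read from the data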
MEKK3 PB1 HTS: MEKK3-MEK5 PB1 interaction, increase or decrease | actives 1.4% (n = 290,000) | Q99759 | binding response (% of control), % at 10 µM | bead-based flow cytometry, Alexa488-MEK5 binding to MEKK3; actives lie on both sides; 0 = blocked by unlabeled MEK5, 100 = vehicle;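 active = binding response more than 3 SD above or below the average of its plate-row segment, actives on both sides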;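 also: Alexa488 bead fluorescence after subtracting the streptavidin-only scavenger bead signal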
IDE act: activators of human insulin-degrading enzyme in cells; P14735; HEK cells, FAbeta-B cleavage, fluorescence polarization; 0% vehicle, 100% cell-free pure enzyme wells; activation, % at 5.96 µM; actives 0.073% (n = 340,000); AID 493087;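 active = activation above the mean of all tested compounds plus 3 SD, set per screening campaign, cut at about 17% in these data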
PHOSPHO1 block: blocks human PHOSPHO1 phosphatase activity; Q8TCT1; recombinant PHOSPHO1, absorbance phosphatase assay; inhibition, % at 13.3 µM; actives 1.1% (n = 290,000); in the data active = inhibition above about 60%
Target sequence (Q8TCT1 whole entry, looked up): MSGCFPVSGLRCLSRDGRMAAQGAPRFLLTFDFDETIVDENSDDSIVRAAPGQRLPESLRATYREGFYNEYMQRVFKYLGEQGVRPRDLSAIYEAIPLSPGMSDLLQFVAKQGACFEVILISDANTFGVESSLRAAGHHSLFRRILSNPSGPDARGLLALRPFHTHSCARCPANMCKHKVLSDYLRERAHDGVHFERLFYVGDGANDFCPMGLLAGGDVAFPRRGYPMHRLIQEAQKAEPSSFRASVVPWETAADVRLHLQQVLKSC
CRFBP-R2 agonist: CRF-BP/CRF-R2 complex agonism; HEK293 CRF-R2/CRF-BP, calcium dye fluorescence (FLIPR); percent of saturating CRF peptide response; activation, % at 13.2 µM; actives 0.46% (n = 350,000); AID 588473;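 active = activation of at least 50%, plus an integration ratio under a set limit after plate pattern correction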;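 also: plate controls were neutral control wells without compound for no effect and CRF at EC100 for full effect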
p-CIP stab down: compounds decreasing mouse p/CIP protein stability; actives 0.01% (n = 290,000); F442A p/CIP-EGFP cells, EGFP fluorescence, 16 h; decrease of EGFP signal, % at 10 µM;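 active = EGFP signal decrease of at least 30% at 10 µM or well 3 SD below plate mean, unless failing retest; inactive = the rest, including hits failing retest or dose response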; also: some compounds called inactive have numbers as strong as hits; many of its hits are not listed in these tables
GalR3 antag: antagonists of human GalR3. HEK293 GalR3-CNG cAMP membrane potential fluorescence; galR3 body fused to GalR1 C-terminus. inhibition, % at 3 µM. actives 0.44% (n = 360,000);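 active = inhibition above the screen-wide average plus 3 SD, cut at about 13% in these data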;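 also: forskolin and galanin both at EC90 stimulate the cells; cAMP rise reported by CNG channel membrane potential dye signal; 0% = forskolin plus galanin with DMSO and 100% = forskolin alone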
Target sequence (O60755 1-299 limits assumed): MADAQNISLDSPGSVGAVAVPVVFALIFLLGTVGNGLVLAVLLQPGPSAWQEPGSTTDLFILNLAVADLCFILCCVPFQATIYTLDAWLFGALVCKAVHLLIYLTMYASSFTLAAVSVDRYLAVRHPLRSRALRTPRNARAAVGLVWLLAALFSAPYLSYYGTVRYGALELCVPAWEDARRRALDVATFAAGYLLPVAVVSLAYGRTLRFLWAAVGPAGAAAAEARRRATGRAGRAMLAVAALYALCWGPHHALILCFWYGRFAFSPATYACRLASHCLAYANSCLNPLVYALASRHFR
Numbers without * were called inactive; nt = no result given.

entry | structure | CHRM4 PAM | CRFBP-R2 block | IDE act | MEKK3 PB1 HTS | CRFBP-R2 agonist | IDE cell inh | GalR3 antag | PHOSPHO1 block | p-CIP stab down
1 | COc1ccc(N2CCN(CC(=O)c3ccc(O)c(C)c3O)CC2)cc1 | 4 | -2 | 8 | 101 | -0.2 | 1 | -8 | -13 | 5
2 | NC(N)=NC(N)=Nc1ccc(O)cc1 | 4 | 8 | 1 | 95 | 1.2 | 4 | -9 | -19 | 3
3 | CCOC(=O)N1CCC(NC(=O)CCC(=O)N2CC(C)Oc3ccc(Cl)cc32)CC1 (centres undefined) | 4 | 4 | -3 | 100 | -1.1 | -1 | -3 | 7 | 0
4 | CCC(C)(C)n1nnnc1CN1CCN(C(c2ccccc2)c2ccccc2)CC1 | -10 | 9 | 4 | 76 | -0.2 | 1 | 7 | -10 | -12
5 | N#Cc1cc(C(=O)c2cc(Cl)ccc2O)cn(CC2CCCO2)c1=O (centres undefined) | -6 | 24 | -3 | 94 | 0.1 | 2 | -2 | -1 | -12
6 | Cc1csc(SCC(=O)NC(C)C2CC3CCC2C3)n1 (centres undefined) | -3 | -8 | 1 | nt | -0.2 | 6 | 4 | nt | nt
7 | N#Cc1c(N)nc2c(c1-c1ccccc1)CCC2 | -4 | -27 | -8 | 101 | 0.9 | 1 | 1 | 6 | -18
8 | CSc1ccc(/C=N/n2c(C)nnc2C)cc1 | -2 | 23 | 9 | 107 | -2.4 | 4 | -2 | 37 | -8
9 | COC(=O)CSc1nc2c(c(C3CC=CCC3)c1C#N)CCC2 (centres undefined) | 2 | 31 | 1 | 95 | 0.1 | 6 | -3 | 8 | -6
10 | COc1ccccc1OCCC(=O)NNC(=O)c1ccccc1F | 10 | -6 | 1 | nt | 0.4 | 0 | 2 | nt | nt
11 | CN(Cc1cccc(F)c1)C(=O)CNS(=O)(=O)c1ccc2ccccc2c1 | 2 | -1 | -1 | 100 | 0.3 | -2 | -4 | 10 | 5
12 | O=S(=O)(c1cc(F)ccc1F)N1CCN(c2ncccn2)CC1 | 7 | -1 | 4 | 102 | -0.3 | nt | -5 | 21 | 6
13 | CCOC(=O)C1CCCN(C(=O)COc2ccc(N(C)S(=O)(=O)c3ccc(C)cc3)cc2)C1 (centres undefined) | -1 | -10 | 7 | 105 | -0.6 | 4 | -3 | -15 | -8
14 | CCc1ccc(CN(C)C(=O)C2CCC(=O)N(CCc3ccc(OC)cc3)C2)nc1 (centres undefined) | -4 | 6 | 0 | 97 | 1.0 | 2 | 3 | 17 | 4
15 | O=C1OC(/C(=C\NCc2ccccc2)[N+](=O)[O-])c2ccccc21 (centres undefined) | 0 | 12 | nt | 102 | -0.1 | 0 | -2 | 20 | -7
16 | O=C(Nc1cccc(Cl)c1Cl)C1CCN(C(=O)c2cccs2)CC1 | -4 | 2 | 3 | 96 | 0.3 | -12 | -8 | 22 | -4
17 | Nc1ncnc2c1ncn2[C@@H]1O[C@H](CNC(=O)[C@@H](N)CO)[C@@H](O)[C@H]1O | 4 | 5 | 5 | nt | -1.6 | nt | -6 | nt | nt
18 | COc1ccccc1OCCNC(=O)C1CCCCC1 | -3 | -2 | 0 | 96 | -0.6 | 4 | -4 | 33 | 10
19 | CC1(c2ccc3ccccc3c2)NC(=O)NC1=O (centres undefined) | -5 | -3 | 7 | 106 | 1.4 | 6 | -6 | 22 | -2
20 | O=C(Cc1ccccc1[N+](=O)[O-])OCC(=O)c1c[nH]c2ccccc12 | -5 | 4 | 0 | nt | -1.7 | -4 | -1 | nt | nt
21 | CC(C)(C)C(=O)CN1C2=NCCN2c2ccccc21 | -8 | -8 | -4 | 107 | 0.4 | 6 | 0 | 29 | 5
22 | CC(C)(C)c1ccccc1OCC(O)CN1CCN(c2ccccn2)CC1 (centres undefined) | -3 | -13 | 5 | 101 | 0.6 | 0 | -7 | -156 | -10
23 | CCOC(=O)c1cncc(C#CCO)c1 | -3 | 5 | 3 | 103 | 0.5 | 2 | 4 | 29 | -14
24 | Cc1nc2sc(C(c3ccc(Br)cc3)N3CC(C)OC(C)C3)c(O)n2n1 (centres undefined) | -4 | -22 | 3 | 96 | 2.6 | 11 | -3 | -1 | -11
25 | Cc1cc(-c2nc3ccccc3o2)c2ccccc2n1 | 3 | 9 | 7 | 105 | -0.2 | -9 | -4 | 16 | -10

2 compounds picked at random from those above:
entry | structure | CHRM4 PAM | CRFBP-R2 block | IDE act | MEKK3 PB1 HTS | CRFBP-R2 agonist | IDE cell inh | GalR3 antag | PHOSPHO1 block | p-CIP stab down
9 | COC(=O)CSc1nc2c(c(C3CC=CCC3)c1C#N)CCC2 (centres undefined) | 2 | 31 | 1 | 95 | 0.1 | 6 | -3 | 8 | -6
1 | COc1ccc(N2CCN(CC(=O)c3ccc(O)c(C)c3O)CC2)cc1 | 4 | -2 | 8 | 101 | -0.2 | 1 | -8 | -13 | 5

Carrying on:
entry | structure | CHRM4 PAM | CRFBP-R2 block | IDE act | MEKK3 PB1 HTS | CRFBP-R2 agonist | IDE cell inh | GalR3 antag | PHOSPHO1 block | p-CIP stab down
26 | Cc1ccc(C)c(NC(=O)C(C)N2C(=O)c3ccccc3C2=O)c1 (centres undefined) | -4 | 18 | 9 | 101 | -0.4 | 3 | -8 | nt | 4
27 | Cc1coc(C)c1C(=O)CC1(O)C(=O)N(C)c2ccc(Cl)cc21 (centres undefined) | -5 | 8 | 0 | 101 | 0.8 | 4 | -5 | -1 | 8
28 | Cc1ccc(C)c(NC(=O)c2cnccn2)c1 | 2 | 11 | 4 | 104 | -1.1 | -12 | -11 | 39 | 1
29 | Cc1ccc(NC(=O)C2CC(=O)NC(N3CCc4ccccc43)=N2)cc1 (centres undefined) | 8 | 5 | 6 | 103 | -7.1 | 1 | -3 | -6 | 11
30 | COc1ccc(CNC(=O)C(C)Cc2ccccc2)cc1O (centres undefined) | 0 | 3 | 3 | 100 | -1.6 | 3 | 7 | -18 | 28
31 | CCc1cccc(C)c1NC(=O)CCCN1C(=O)NC(C)(C)C1=O | 1 | 0 | 0 | nt | -0.3 | 6 | -6 | nt | nt
32 | O=C(Nc1ccc(Cl)cc1)Nc1nnc(CSc2ccc(Cl)cc2)s1 | -4 | 12 | 3 | 98 | 0.2 | -4 | -3 | 2 | -2
33 | O=C(/C=C/c1ccccc1)N1CCC(Cc2ccccc2)CC1 | -3 | 1 | -1 | nt | 0.6 | 2 | 0 | -7 | 0
34 | COC(=O)CNc1nc(C2CC2)nc2c1nnn2Cc1ccccc1Cl | -2 | -21 | 2 | 108 | 2.6 | -2 | -6 | -1 | -5
35 | O=C(CCc1ccc(S(=O)(=O)NCCc2ccccc2)cc1)N1CCN(Cc2ccc3c(c2)OCO3)CC1 | -29 | nt | 2 | 107 | nt | 2 | -4 | 9 | -3
36 | Cc1ccc(C(=O)Nc2ccc3c(c2)C(=O)N(CC2CCCO2)C3=O)cc1 (centres undefined) | 5 | -12 | -5 | 94 | -9.3 | -5 | 1 | 56 | -12
37 | Cc1cccc2c1-c1sc(C(=O)Nc3ccccc3N3CCN(C)CC3)cc1CO2 | -5 | -6 | 3 | 103 | 0.1 | 8 | -7 | 37 | -3
38 | CC(=O)N1CCN=C1SCc1ccc(Cl)cc1 | 4 | 9 | 5 | 110 | 0.2 | 5 | -4 | 10 | -13
39 | Cc1[nH]n(-c2ccccc2)c(=O)c1C=NCC1CCCO1 (centres undefined) | 3 | 0 | -2 | 102 | -0.1 | -6 | -2 | 30 | 3
40 | CCn1c(SCC(=O)N2CCC(C(N)=O)(N3CCCCC3)CC2)nc2ccccc2c1=O | 8 | -12 | 1 | nt | 1.1 | nt | -3 | nt | nt
41 | CCC(=O)Nc1cccc2cccnc12 | 0 | -2 | 6 | 100 | 0.0 | 4 | -1 | 39 | 3
42 | Cc1ccc(N2CCN(C(=S)Nc3ccccc3)CC2)cc1 | -4 | 1 | 3 | 88 | 1.1 | 6 | -5 | 9 | 18
43 | CCc1cccc(NS(=O)(=O)c2c(C)nc3sc(CC)nn3c2=O)c1 | -18 | 1 | 6 | 95 | 1.4 | 2 | -6 | 25 | 6
44 | O=C(Cc1c(F)cccc1Cl)NNC(=O)c1ccncc1 | 4 | 3 | -3 | nt | 1.4 | -2 | -4 | nt | nt
45 | COc1ccc(C2C(C(=O)c3ccc(C)o3)=C(O)C(=O)N2Cc2ccco2)cc1OC (centres undefined) | 9 | 9 | 3 | 97 | -2.1 | 0 | -1 | 3 | 4
46 | CCCCCCn1cc(C(=O)O)c(=O)c2cc(F)c(N3CCN(C(=O)OCC)CC3)cc21 | 2 | -17 | 2 | 103 | -1.1 | 1 | -7 | 20 | -2
47 | COc1ccc(C(=O)NC(=S)Nc2cccnc2)cc1OC | 9 | -3 | 0 | 95 | -0.6 | 2 | -3 | -22 | 6
48 | CCc1nc2ccc(C(=O)NCCc3ccc(OC)cc3)cc2nc1CC | -6 | 28 | 4 | 98 | -1.3 | -6 | -6 | 37 | -9
49 | COc1ccc(OC)c(/C=N/NC(=O)c2ccc(=O)[nH]n2)c1 | -9 | -4 | 0 | 102 | 0.2 | 3 | -2 | nt | -5
50 | Cc1ccc(NC(=O)NNC(=O)Cn2nc(-c3ccccc3)c(-c3ccccc3)c(C#N)c2=O)cc1 | 7 | 10 | 4 | 108 | 1.2 | 4 | -1 | -11 | 1

Some of these compounds in order of their number in GalR3 antag, largest number first.
entry | structure | CHRM4 PAM | CRFBP-R2 block | IDE act | MEKK3 PB1 HTS | CRFBP-R2 agonist | IDE cell inh | GalR3 antag | PHOSPHO1 block | p-CIP stab down
45 | COc1ccc(C2C(C(=O)c3ccc(C)o3)=C(O)C(=O)N2Cc2ccco2)cc1OC (centres undefined) | 9 | 9 | 3 | 97 | -2.1 | 0 | -1 | 3 | 4
39 | Cc1[nH]n(-c2ccccc2)c(=O)c1C=NCC1CCCO1 (centres undefined) | 3 | 0 | -2 | 102 | -0.1 | -6 | -2 | 30 | 3
42 | Cc1ccc(N2CCN(C(=S)Nc3ccccc3)CC2)cc1 | -4 | 1 | 3 | 88 | 1.1 | 6 | -5 | 9 | 18
48 | CCc1nc2ccc(C(=O)NCCc3ccc(OC)cc3)cc2nc1CC | -6 | 28 | 4 | 98 | -1.3 | -6 | -6 | 37 | -9
37 | Cc1cccc2c1-c1sc(C(=O)Nc3ccccc3N3CCN(C)CC3)cc1CO2 | -5 | -6 | 3 | 103 | 0.1 | 8 | -7 | 37 | -3

(next part)
entry | structure | CHRM4 PAM | CRFBP-R2 block | IDE act | MEKK3 PB1 HTS | CRFBP-R2 agonist | IDE cell inh | GalR3 antag | PHOSPHO1 block | p-CIP stab down
51 | CCOC(=O)C1CCN(C(=O)c2cc3cc(Br)ccc3oc2=O)CC1 | 7 | 19 | 1 | 106 | -0.8 | -2 | -3 | 39 | 17
52 | CC(=O)Nc1ccc(OCC(O)Cn2c3ccccc3c3ccccc32)cc1 (centres undefined) | 16 | -29 | -2 | 176* | 4.9 | 4 | -2 | -8 | 0
53 | COc1ccc(Cl)cc1NC(=O)CN(C)C(=O)C12CC3CC(CC(Cl)(C3)C1)C2 | -2 | -3 | 1 | 97 | 2.4 | nt | -2 | 22 | 2
54 | CCOC(=O)C1CCCN(S(=O)(=O)c2ccc(Br)s2)C1 (centres undefined) | -6 | -9 | -5 | 97 | -1.3 | 8 | -5 | -4 | -6
55 | CCCC1CCC(C(=O)n2nc(N)c3cc4ccc(OC)cc4nc32)CC1 (centres undefined) | -3 | -3 | 0 | 101 | 0.2 | -3 | -2 | -11 | 2
56 | COc1ccc(OCCCC(=O)NCCc2ccccc2)cc1 | -7 | -1 | 4 | 105 | -0.5 | 1 | -1 | -10 | 4
57 | COc1cccc(CN(C)c2nc(-c3cccs3)nc3ccccc23)c1 | -12 | -9 | 0 | 101 | 6.4 | -4 | -11 | 1 | -6

High-throughput results (PubChem BioAssay)
